# AmpC inh no detg = qHTS Inhibitors of AmpC Beta-Lactamase (assay without detergent). 330,000 tested, 0.52% active. AmpC nitrocefin hydrolysis, absorbance 480 nm, 0.0001% Triton. P00811. AID 485341, 2010. Potency, µM (series often up to 57.1 µM), inactives show at the top dose activity change, negative = inhibition, usual class: inhibitors;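 note: potency is the fitted concentration of half-maximal effect; plate controls were no compound for no effect and no enzyme for full effect; nearly all actives have a fitted effect of over 20% in size; some results filed as inactive show a strong effect at the top dose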
# Target sequence (P00811 whole entry, looked up): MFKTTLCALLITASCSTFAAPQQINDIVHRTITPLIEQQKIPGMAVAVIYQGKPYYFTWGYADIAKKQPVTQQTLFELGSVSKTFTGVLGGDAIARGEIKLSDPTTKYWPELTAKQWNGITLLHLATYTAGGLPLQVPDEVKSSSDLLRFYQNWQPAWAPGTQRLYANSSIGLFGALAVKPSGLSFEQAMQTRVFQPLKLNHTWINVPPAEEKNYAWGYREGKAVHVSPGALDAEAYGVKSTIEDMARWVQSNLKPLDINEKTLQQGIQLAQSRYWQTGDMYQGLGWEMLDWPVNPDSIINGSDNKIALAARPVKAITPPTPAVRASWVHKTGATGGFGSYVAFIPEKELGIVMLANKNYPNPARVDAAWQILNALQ
#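 20 mM phosphate pH 7.0 + 0.01% (detergent screen) or 0.0001% Triton X-100; 5.3 nM AmpC reagent; cpd preinc 15 min RT; nitrocefin (800 uM stock) to start; A480 q20 s × 4 min; Activity was normalised to no-enzyme and no-compound control wells.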
# LmPK inhibitor = qHTS Assay for Inhibitors of Leishmania Mexicana Pyruvate Kinase (LmPK); Q27686; purified LmPK, Kinase-Glo ATP luminescence, 1 h; Potency, µM (highest dose often 57.5 µM), inactives show at the highest dose activity change, negative = inhibition, usual class: inhibitors; 290,000 tested, 0.37% active; note: potency is the fitted concentration of half-maximal effect; % is set by controls: 0 for no effect and ±100 for the full control effect
# Target sequence (Q27686 whole entry, looked up): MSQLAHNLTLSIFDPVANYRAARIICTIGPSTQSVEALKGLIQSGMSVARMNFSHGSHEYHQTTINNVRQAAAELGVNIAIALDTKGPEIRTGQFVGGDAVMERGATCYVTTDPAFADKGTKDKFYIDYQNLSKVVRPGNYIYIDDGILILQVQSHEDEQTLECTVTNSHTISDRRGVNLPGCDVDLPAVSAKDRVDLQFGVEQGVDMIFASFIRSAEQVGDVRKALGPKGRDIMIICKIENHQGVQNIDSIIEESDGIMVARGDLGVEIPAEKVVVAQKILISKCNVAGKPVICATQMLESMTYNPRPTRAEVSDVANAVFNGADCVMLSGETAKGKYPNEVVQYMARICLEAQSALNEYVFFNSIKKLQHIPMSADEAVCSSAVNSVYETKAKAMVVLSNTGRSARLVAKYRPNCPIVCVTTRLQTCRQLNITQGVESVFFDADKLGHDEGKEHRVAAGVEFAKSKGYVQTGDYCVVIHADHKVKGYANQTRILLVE
#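 qHTS format; LmPK 0.1 nM; substrates PEP 0.5 mM and ADP 0.1 mM. One-hour room-temperature incubation, then coupled luciferase luminescence; 0.5 nM enzyme wells mark activation.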
# Cycloheximide cs = Cycloheximide Counterscreen for Small Molecule Inhibitors of Shiga Toxin | cell reporter, cycloheximide protein synthesis inhibition counterscreen | max response, % | 300,000 tested, 12% active | AID 2314, 2010; in the data active = max response mostly above about 13%, no sharp cut-off; inactive = mostly below about 14%; note: read at 38.3 µM for the half of the compounds with a filed dose; 0% is about no effect
# Tb PYK inh = qHTS of Trypanosoma Brucei Inhibitors; TbPYK enzyme, Kinase-Glo Plus ATP luminescence, 45 min; pyruvate kinase (Trypanosoma brucei), Q57TT1; Potency, µM (series often up to 76.8 µM), for inactives: at the highest dose activity, negative = inhibition, hits mostly inhibitors; 410,000 tested, 0.12% active; note: potency is the fitted concentration of half-maximal effect; % is set by controls: 0 for no effect and ±100 for the full control effect; nearly all actives have a fitted effect of over 50% in size
#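 Assay buffer: 50 mM TEA pH 7.2, 100 mM KCl, 10 mM MgCl2, 0.05% BSA, 0.01% Tween-20. Pyruvate kinase from T. brucei plus substrate met compound, then ADP (130 uM final). Luminescence was read post 45 min RT.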
# Pf growth 96h = Primary qHTS for delayed death inhibitors of the malarial parasite plastid, 96 hour incubation | P. falciparum luciferase reporter growth, 96 h | 320,000 tested, 6.9% active | Potency, µM (titrated, usually from 28.7 µM), inactives show top-dose activity change, negative = inhibition, actives largely listed as inhibitors; note: potency is the fitted concentration of half-maximal effect; % is set by controls: 0 for no effect and ±100 for the full control effect
#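 Plates of compound plus infected erythrocytes (2% hematocrit, 0.05% parasitemia final) incubate 96 hours, 37 C, 5% CO2. Detection reagent added; reduced luminescence from the parasites' luciferase reporter flags inhibition.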
# Shiga inhibitor = A qHTS for Small Molecule Inhibitors of Shiga Toxin; Vero cells, Shiga toxin protein synthesis inhibition reporter; 290,000 tested, 9.2% active; inhibition, % at 38.7 µM; AID 2315, 2010; in the data active = inhibition mostly above about 28%, no sharp cut-off; inactive = mostly below about 43%; note: 0% is about no effect
# Pf growth 48h = Primary qHTS for delayed death inhibitors of the malarial parasite plastid, 48 hour incubation. P. falciparum luciferase growth in erythrocytes, 48 h. Potency, µM (top dose mostly 28.7 µM), for inactives: at the top dose activity change, negative = inhibition, most hits filed as inhibitors. 310,000 tested, 5.9% active; note: potency is the fitted concentration of half-maximal effect; % is set by controls: 0 for no effect and ±100 for the full control effect
#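 Firefly luciferase activity from engineered P. falciparum reports growth; inhibitors lower the luminescent signal. Cultures contained 2% hematocrit erythrocytes at 0.1% final parasitemia.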
# * = called active by the depositor; ? = inconclusive; · = not tested or not shown; & = joins results of further samples; [ ] = dose if it differs, or a comment. Unless noted, calls come from the whole dose curve; as a rule, active = well fitted curve in the direction sought with a large enough effect; inconclusive = small, poorly fitted or top-dose-only effect, or another doubt; inactive = no such curve, though single readings can be large; an effect the other way counts as inactive or inconclusive.
SMILES,AmpC inh no detg,LmPK inhibitor,Cycloheximide cs,Tb PYK inh,Pf growth 96h,Shiga inhibitor,Pf growth 48h
CC1(C)SC(=S)N(/N=C/c2ccccc2)C1N(O)C(=O)Nc1ccc([N+](=O)[O-])cc1 (centres undefined),-30.9%,3.0%,14.3,1.7%,?,31.4,?
Cc1ccccc1NC(=O)Cn1c([N+](=O)[O-])cnc1C,-5.4%,3.1%,0.7,-1.1%,19.0%,-11.5,6.1%
CCOc1[nH]n(-c2ccc(Cl)cc2)c(=O)c1C=NCC(=O)OC,25.7%,4.2%,-3.0,-8.0%,59.2%[activator],2.0,-10.5%
CN1/C(=C\C(=O)Nc2ccc(Br)cc2)C(C)(C)c2ccccc21,-53.5%,-0.3%,-2.9,2.4%,23.5%,-4.4,-4.6%
O=C(NCCc1c[nH]c2ccccc12)C(=O)NCC1CCCO1 (centres undefined),-9.5%,-1.9%,-2.4,2.7%,?,-8.2,13.2%
CC(C)CCNC(=O)CN(C(=O)CCC(=O)Nc1nccs1)C1CCCCC1,11.5%,-4.5%,-2.2,-0.8%,184.1%[activator],-9.4,-5.0%
COc1ccc(NC(=O)c2oc3ccccc3c2NC(=O)c2ccco2)c(OC)c1,-13.8%,6.2%,10.7*,2.0%,?,16.3,?
O=C1OC(/C=C/c2ccc(Cl)cc2Cl)=NC/1=C\c1cccs1,-2.7%,1.1%,-2.6,5.5%,5.4%,-15.9,1.5%
CS(=O)(=O)Nc1ccc(C2=NN(S(C)(=O)=O)C(c3ccc4c(c3)OCO4)C2)cc1 (centres undefined),-44.5%,1.2%,30.1*,-17.7%,2.94µM*,85.0*,148.3%[activator]
CCOC(=O)C(=O)NNc1ccc(C)cc1,-10.7%,0.3%,1.1,0.0%,53.2%[activator],-5.9,14.4%
O=C(NNC(=O)c1ccc(S(=O)(=O)N2CCCCC2)cc1)c1ccc(F)cc1,-13.1%,-1.2%,-7.7,2.3%,-3.7%,-6.4,7.7%
CCc1nnc(NC(=O)CSc2nc(SC)ns2)s1,-12.4%,-0.7%,-1.8,-23.1%,25.3%,-5.0,18.5%
CC(=O)NCCc1c[nH]c2ccc(OCC(O)CNC(C)(C)C)cc12 (centres undefined),-1.5%,-0.3%,1.4,2.3%,107.4%[activator],25.9,40.1%[activator]
COC(=O)CC1=C(C(=O)OC)C2(C(=O)N(C)c3ccccc32)C(C#N)=C(N)O1 (centres undefined),0.1%,0.1%,-5.0,0.9%,·,17.3,-22.2%
COc1ccccc1N1CCNC(C)C1=O (centres undefined),76.7%[activator],11.0%,-1.4,-24.9%,?,·,45.6%[activator]
C#Cc1ccc([C@@H]2C=C(C(=O)N3CCN(Cc4ccccc4)CC3)O[C@H](OCC)[C@H]2CCCO)cc1,205.4%[activator],9.4%,-3.0,-6.3%,6.57µM*,-2.8,?
CC1=C(C(=O)OC(C)C)C(c2ccc(C)o2)NC(=O)N1 (centres undefined),-1.6%,7.8%,1.2,-2.6%,-53.8%,-3.1,9.7%
COc1ccc(N2CCN(C(=S)Nc3ccc(S(N)(=O)=O)cc3)CC2)cc1,-16.6%,-4.3%,-1.1,-28.6%,0.6%,-17.7,-10.4%
O=C(NNS(=O)(=O)c1ccc(F)cc1)c1cnn(-c2ccccc2)c1C(F)(F)F,-18.0%,6.6%,11.7,1.9%,-5.2%,1.8,-24.2%
CCN(CC(=O)Nc1ccc(NC(C)=O)cc1)C(=O)CCCN1C(=O)c2ccccc2C1=O,-26.0%,·,·,-3.3%,-7.6%,·,?
Cc1ccc(-c2csc(N)n2)s1,-20.6%,-0.3%,22.6*,-5.9%,173.9%[activator],49.9,90.4%[activator]
CC1CCCCN1S(=O)(=O)CCNC(=O)c1ccccc1 (centres undefined),?,·,·,-3.3%,8.3%,·,1.3%
O=C(COC(=O)c1cc(=O)c2ccccc2o1)NC1CCCCC1,-23.9%,-1.2%,-3.3,1.9%,-6.6%,4.5,14.0%
O=C(Oc1cccnc1)c1ccc(Cl)c(Cl)c1,-2.3%,3.4%,-1.7,-4.3%,5.4%,-4.0,1.4%
COc1ccccc1S(=O)(=O)Cc1ccc(C(=O)N2CCN(c3cccc(Cl)c3)CC2)o1,129.8%[activator],-1.1%,11.4,7.9%,3.8%,-2.9,11.7µM*

# Single records (already shown). Order of screens: AmpC inh no detg, LmPK inhibitor, Cycloheximide cs, Tb PYK inh, Pf growth 96h, Shiga inhibitor, Pf growth 48h
# CC(C)CCNC(=O)CN(C(=O)CCC(=O)Nc1nccs1)C1CCCCC1 as listed: 11.5%, -4.5%, -2.2, -0.8%, 184.1%[activator], -9.4, -5.0%
# Cc1ccccc1NC(=O)Cn1c([N+](=O)[O-])cnc1C as listed: -5.4%, 3.1%, 0.7, -1.1%, 19.0%, -11.5, 6.1%
# O=C1OC(/C=C/c2ccc(Cl)cc2Cl)=NC/1=C\c1cccs1 as listed: -2.7%, 1.1%, -2.6, 5.5%, 5.4%, -15.9, 1.5%

# Remaining list, next part:
SMILES,AmpC inh no detg,LmPK inhibitor,Cycloheximide cs,Tb PYK inh,Pf growth 96h,Shiga inhibitor,Pf growth 48h
NC(=O)COC(=O)c1cccc(S(=O)(=O)N2CCN(c3ccccc3)CC2)c1,5.1%,-3.9%,-1.9,8.1%,5.4%,14.2,9.2%
CCCn1c2ccccc2c2nnc(SCC(=O)OC)nc21,-14.1%,3.6%,-7.0,0.1%,7.7%,-16.1,-19.6%
COc1ccccc1CNC(=O)COC(=O)c1ccc(-n2cnnn2)cc1,-10.5%,·,·,-12.7%,19.7%,·,-7.3%
O=c1[nH]c(CCC2CCCC2)nc2ccccc12,-17.7%,-3.1%,11.0,1.9%,40.2%[activator],5.1,44.3%[activator]
O=C(OCC#CCSc1nnc(-c2ccc([N+](=O)[O-])cc2)o1)c1cccs1,-37.3%,-3.8%,3.4,3.2%,·,-1.7,7.2%
COCCN1Cc2cccc(C(=O)N3CCN(c4ccccc4)CC3)c2C1=O,0.0%,-0.9%,1.7,-4.8%,-5.3%,3.1,·
Cc1ccc(-n2nc(C)c(C3C(C#N)=C(N)OC4=C3C(=O)CCC4)c2Cl)cc1 (centres undefined),21.4%,-1.2%,-4.2,·,-14.4%,-21.2,-24.3%
COc1ccccc1OCCN(C#N)c1nc(N(C)C)nc(N(C)C)n1,29.2%,1.0%,-2.3,6.2%,-28.2%,-14.5,6.7%
COc1ccc(S(=O)(=O)N2CCCC(C(=O)NC3CC3)C2)cc1Cl (centres undefined),-4.6%,0.5%,-3.2,0.4%,?,-6.0,?
O=C(COc1cc2oc(=O)cc(-c3ccccc3)c2cc1Cl)NCCN1CCOCC1,155.1%[activator],6.6%,-4.0,4.8%,-8.9%,-4.0,3.2%
COc1ccc(Cl)cc1C(=O)Nn1cnc2ccccc2c1=O,-15.6%,-0.6%,-1.8,-8.1%,-17.5%,-5.7,42.5%[activator]
Cc1ccc2[nH]cc(C(=O)CN3CCN(c4ccccn4)CC3)c2c1,6.8%,9.9%,-5.3,-8.1%,?,-14.4,·
O=C(Nc1ccccc1Cl)c1cccc(NC(=O)C2CCCC2)c1,-22.9%,3.2%,12.0*,7.6%,0.9%,2.4,-16.2%
COc1ccc(Nc2nc(C)cc(C)c2C#N)cc1OC,4.0%,1.7%,-1.8,-10.0%,?,-4.2,·
CCOC(=O)C1CCCN(C2=C(NS(=O)(=O)c3ccc(Br)cc3)C(=O)c3ccccc3C2=O)C1 (centres undefined),-34.6%,-3.2%,14.1,-13.6%,2.94µM*,10.0,5.22µM*
COc1ccc2nc(Sc3c([N+](=O)[O-])nc(C)n3Cc3ccccc3)[nH]c2c1,-37.0%,3.6%,-5.2,-3.2%,?,-11.5,22.5%
NC(=O)CSc1nc2ccccc2c(=O)n1CCc1ccccc1,-17.4%,3.3%,1.7,2.5%,5.86µM*,1.8,10.6%
COc1ccc(C2C(C#N)=C(C)NC3=C2C(=O)c2ccccc23)cc1 (centres undefined),-32.7%,4.9%,1.5,0.2%,?,-18.1,-21.6%
Cc1ccc(Cl)cc1NC(=O)N[C@@H](CC(C)C)C(=O)O,0.1%,-3.7%,-1.6,2.0%,9.4%,-12.6,7.4%
CN(Cc1ccccc1F)c1nc(-c2cccnc2)nc2ccccc12,53.4%,7.2%,-5.3,9.2%,?,-6.5,?
O=C1CN(C(=O)c2cccc(F)c2)C(c2ccc(F)cc2)c2cc(F)ccc2N1 (centres undefined),-15.2%,0.8%,-6.5,4.9%,?,-9.5,-7.4%
Cn1c[n+](C)cc1C(O)c1ccccc1 (centres undefined),-11.3%&-12.0%,-5.7%&0.1%,6.4&21.5,12.4%&-9.9%,-8.5%&58.0%,-15.2&-2.8,22.2%&5.4%
Cc1cc(C)nc(N/N=C2/CCSc3ccc(F)cc32)n1,-20.0%,0.4%,10.1,-4.5%,10.4µM*,6.0,?
Cc1ccc(OC(C)C(=O)Nc2ccc3c(c2)n(C)c(=O)n3C)cc1C (centres undefined),76.2%[activator],-2.2%,-2.3,-0.2%,?,·,?
COc1ccc(N2CCN(C(CNC(=O)C(=O)NCC3CCCO3)c3ccco3)CC2)cc1 (centres undefined),-4.9%,6.1%,-0.8,8.1%,4.2%,10.7,9.0%
# Next section
SMILES,AmpC inh no detg,LmPK inhibitor,Cycloheximide cs,Tb PYK inh,Pf growth 96h,Shiga inhibitor,Pf growth 48h
ClC(Cl)(Cl)c1nc(N/N=C/c2ccncc2)c2ccccc2n1,-1.7%[11.4 µM],5.0%,8.6,-1.1%,?,-6.1,2.33µM*
NC(=O)CC(NC(=O)Cc1ccc(Cl)cc1)c1ccc(NC2CCCCCC2)c([N+](=O)[O-])c1 (centres undefined),9.2%,-3.7%,-2.8,-3.2%,-5.1%,-3.8,37.1%[activator]
O=C(Nc1ccccc1Cl)c1ccccc1,-24.3%,3.9%[11.5 µM],30.1*,0.4%,66.1%[activator],148.1*,52.2%[activator]
Cc1cc(C(=O)Nc2ccc3c(c2)OCO3)cs1,-17.8%,?,38.7*,-8.6%,15.2%,58.0*,183.9%[activator]
CSCCC(NC(=O)c1ccccc1)C(=O)NC1CCCC1 (centres undefined),-6.0%,-1.6%,-0.8,1.2%,·,-6.3,-1.3%
C=CCN1C(=S)CC(c2ccccc2)=Nc2ccccc21,-27.1%,0.8%,1.4,-1.4%,?,-8.4,?
CCCC(=O)NC(Oc1ccc(OC)cc1)C(Cl)(Cl)Cl (centres undefined),4.5%,2.3%,-3.8,-0.8%,-14.3%,18.8,1.3%
CCC(C)(C)NC(=O)CN(Cc1ccco1)C(=O)CCC(=O)Nc1nccs1,-0.5%,2.7%,2.7,-0.7%,1.3%,-9.9,9.4%
CNC(=O)c1cc2c(=O)n3cc(C)ccc3nc2n(Cc2ccco2)c1=N,-5.7%,-3.0%,-2.3,·,?,13.8,17.9%
CC(=O)N1N=C(c2ccc(Cl)cc2)CC1c1ccc([N+](=O)[O-])cc1 (centres undefined),-22.8%,5.8%,0.7,-3.2%,-88.6%,29.3,15.2%

# Compound activity as filed in PubChem.
